D2 ag = activates the human D2 dopamine receptor; P14416; HEK293 T-REx D2 cells, calcium flux agonist mode; activation, % at 2 µM; 340,000 compounds, 0.53% hits; AID 485358;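 active = activation over 3 SD above normal in the single-dose calcium agonist read, cut at about 30% in these data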; also: 0% is about no effect
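Agonism scored from kinetic calcium signal (1 read/sec, 180 s) following compound pin transfer, after a 10 s baseline. Cells: HEK293 Trex line expressing inducible D2 receptor coupled to calcium, dye-loaded after overnight culture at 30 C.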
D1 antag = human D1 dopamine receptor antagonism; P21728; HEK293 TREx D1 cells, calcium flux, dopamine EC80; hits give low values; activity change, negative = inhibition, % at 10 µM; 360,000 compounds, 3.2% hits; AID 504652; in the data active = activity change below about -30%; also: % is scaled to controls: 0 for no effect and ±100 for the full control effect
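Tetracycline-induced HEK293 T-REx cells with force-coupled D1 receptor were loaded with a no-wash calcium dye. Compound was added after a 10 s baseline and read kinetically for 180 s; EC80 dopamine was then added and calcium flux followed another 180 s.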
TRHR agonist = TRH receptor (human) agonism; P34981; TRHR cells, calcium flux fluo-8, FDSS agonist mode; activation, % at 2 µM; 360,000 compounds, 0.18% hits; AID 493084; also: 0% is about no effect
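Agonist-mode FDSS calcium read (Ex 480/Em 530, 1 s cycles) in 1536-well TRHR cells with fluo-8 dye, after 10-cycle baseline and 23 nL compound addition; TRH at EC20 (10 nM final) added afterwards for the enhancer phase.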
D2 antag = antagonists of human D2 dopamine receptor | P14416 | HEK293 TREx D2 cells, calcium flux, dopamine EC80 | inhibition, % at 10 µM | 340,000 compounds, 2% hits | AID 485344; in the data active = inhibition above about 30%; also: 0% is about no effect
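Cells plated overnight at 30 C with tetracycline; no-wash calcium dye, 30–90 min RT; 10 s baseline; compound pinned; 180 s read; EC80 dopamine added; another 180 s read.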
TRHR PAM = allosterically enhances the human TRH receptor; TRHR cells, fluo-8 calcium fluorescence, EC20 TRH enhancement; enhancement, % at 2 µM; 360,000 compounds, 0.66% hits; in the data active = enhancement above about 30%; also: 0% is about no effect
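Enhancer read-out: after compound pinning and an initial kinetic agonist-mode read, an EC20 of TRH (10 nM final) was injected and fluo-8 calcium signal (Ex 480/Em 530) followed at 1 s/cycle for 100 cycles in TRHR-expressing cells.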
D2 PAM = positively modulates the human D2 dopamine receptor allosterically | HEK293 T-REx D2, calcium flux, EC20 dopamine potentiation | AID 485347 | potentiation, % at 10 µM | 340,000 compounds, 0.34% hits | P14416;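 active = potentiation over 3 SD above the plate norm, cut at about 30% in these data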; also: 0% is about no effect
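Calcium flux readout, no-wash dye, 1 read/s. Inducible HEK293 Trex D2 line, overnight 30 C. Compound alone 180 s (agonist flags), then EC20 dopamine, another 180 s to score potentiation.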
D1 ag = activates the human D1 dopamine receptor. 360,000 compounds, 1% hits. HEK293 T-REx D1 cells, calcium flux, agonist mode. P21728. activation, % at 2 µM. AID 504660; also: 0% is about no effect
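Tetracycline-induced HEK293 TREx D1 cells, force-coupled to calcium signalling, were dye-loaded with a no-wash calcium kit. Compound was pin-added after a 10 s baseline. Fluorescence was read kinetically at 1 cycle/s for 180 s, with calcium rises flagged as agonism.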
D1 PAM = potentiators of human D1 dopamine receptor | P21728 | HEK293 TREx D1 cells, calcium flux, dopamine EC20 potentiation | potentiation, % at 10 µM | 360,000 compounds, 0.036% hits | AID 504651; in the data active = potentiation above about 30%; also: 0% is about no effect
RXFP1 antagonist = antagonists of human relaxin receptor RXFP1 | Q9HBX9 | HEK293-RXFP1, relaxin-stimulated cAMP HTRF, 30 min; hits give low values | activity change, negative = inhibition, % at 57.5 µM | 350,000 compounds, 0.59% hits;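 active = activity change of -60% or lower, but not beyond a set lower limit; inconclusive = change between -60% and -40%, or beyond the set limit; inactive = change above -40%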; also: % is scaled to controls: 0 for no effect and ±100 for the full control effect
Target sequence (Q9HBX9 whole entry, looked up): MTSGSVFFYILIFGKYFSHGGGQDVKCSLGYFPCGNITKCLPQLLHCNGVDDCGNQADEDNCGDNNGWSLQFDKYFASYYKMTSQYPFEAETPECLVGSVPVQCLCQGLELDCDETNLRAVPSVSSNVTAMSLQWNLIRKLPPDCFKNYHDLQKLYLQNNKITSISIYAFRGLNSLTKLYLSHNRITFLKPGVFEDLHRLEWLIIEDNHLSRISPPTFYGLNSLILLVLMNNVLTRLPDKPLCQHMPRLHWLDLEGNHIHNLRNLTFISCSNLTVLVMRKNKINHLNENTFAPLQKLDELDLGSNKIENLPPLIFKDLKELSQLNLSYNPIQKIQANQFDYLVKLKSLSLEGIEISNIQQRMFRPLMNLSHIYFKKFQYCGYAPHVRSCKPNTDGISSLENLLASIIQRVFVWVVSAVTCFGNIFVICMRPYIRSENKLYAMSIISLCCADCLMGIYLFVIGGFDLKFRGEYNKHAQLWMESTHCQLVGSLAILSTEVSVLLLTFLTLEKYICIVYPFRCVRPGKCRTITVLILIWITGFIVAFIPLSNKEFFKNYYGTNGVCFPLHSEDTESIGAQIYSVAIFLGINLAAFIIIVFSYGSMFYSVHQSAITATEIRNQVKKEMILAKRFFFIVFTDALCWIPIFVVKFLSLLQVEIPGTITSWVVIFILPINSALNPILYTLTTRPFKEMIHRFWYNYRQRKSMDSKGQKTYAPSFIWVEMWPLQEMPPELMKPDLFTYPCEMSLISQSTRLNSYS
* marks the source's active call; other numbers are inactive results; u = inconclusive; x = not tested or not shown. Rule as the data show it, unless noted: active = activation above about 30%; inactive = the rest.

Compound	D2 ag	D1 antag	TRHR agonist	D2 antag	TRHR PAM	D2 PAM	D1 ag	D1 PAM	RXFP1 antagonist
CCOC(=O)c1ccc(NC(=O)c2cccc3c(=O)c4c([nH]c23)CCCC4)cc1	0.8	6.4	0.2	x	-0.3	2.9	2.0	-2.6	-3.1
FC(F)(F)c1ccccc1NC(=S)Nc1cccc(Cl)c1	0.6	x	0.4	-12.7	9.6	-8.0	1.3	-4.4	-2.3
Cn1c2ccc(F)cc2c2nnc(SCCN3CCOCC3)nc21	-0.1	-0.1	0.5	35.3*	3.2	3.4	-0.2	-0.8	-1.0
O=C(O/N=C1/CCCc2occc21)c1ccccc1	0.3	16.7	-0.3	0.5	-9.4	-3.3	0.7	-3.0	0.6
O=C(CCC(=O)N1CCOc2ccc(Cl)cc21)NCCN1CCOCC1	-0.5	0.6	-0.2	3.2	1.5	5.2	2.4	4.0	-2.4
CC12CCC(=O)N1C(C(=O)Nc1nc(-c3ccc(F)c(F)c3)cs1)CS2 (stereo not drawn)	0.1	-8.1	0.1	-3.7	0.9	-6.7	0.2	-8.2	-9.5
CCOC(=O)c1sc(NC(=O)c2ccc(S(=O)(=O)N3CCOCC3)cc2)cc1C	-2.0	12.1	1.4	0.2	0.3	-3.1	1.7	-5.5	-12.7
O=C(O)CCNC(=O)c1ccc(NC(=O)Cc2ccc(Cl)cc2)cc1	-0.3	2.9	-0.9	4.7	3.2	-0.4	5.4	-2.4	-27.2
O=C(c1cn(CC2CCCCC2)nn1)N1CCN(c2ccc(F)cc2)CC1	1.0	5.7	-0.2	11.7	-4.9	5.9	1.7	2.2	0.0
CSc1ccc(/C=C/C(=O)NC23CC4CC(CC(C4)C2)C3)cc1	1.7	7.0	-0.6	1.7	-5.8	-13.5	3.9	-0.9	-15.6

Three structures already listed, arranged by length of the SMILES, lowest first.
Compound	D2 ag	D1 antag	TRHR agonist	D2 antag	TRHR PAM	D2 PAM	D1 ag	D1 PAM	RXFP1 antagonist
O=C(O)CCNC(=O)c1ccc(NC(=O)Cc2ccc(Cl)cc2)cc1	-0.3	2.9	-0.9	4.7	3.2	-0.4	5.4	-2.4	-27.2
O=C(c1cn(CC2CCCCC2)nn1)N1CCN(c2ccc(F)cc2)CC1	1.0	5.7	-0.2	11.7	-4.9	5.9	1.7	2.2	0.0
CCOC(=O)c1sc(NC(=O)c2ccc(S(=O)(=O)N3CCOCC3)cc2)cc1C	-2.0	12.1	1.4	0.2	0.3	-3.1	1.7	-5.5	-12.7

Continued:
Compound	D2 ag	D1 antag	TRHR agonist	D2 antag	TRHR PAM	D2 PAM	D1 ag	D1 PAM	RXFP1 antagonist
Clc1ccc(-c2c[nH]c3ccccc23)nn1	-0.4	-8.5	-0.2	8.1	6.7	-1.9	1.7	-2.2	-18.1
COc1ccc(F)cc1C(=O)C1CCCN(C(=O)c2ccccc2N(C)C)C1 (stereo not drawn)	-0.5	2.6	0.1	8.8	-5.9	9.8	0.0	-9.8	-8.3
O=C(Cc1ccc(S(=O)(=O)N2CCOCC2)s1)NC1CCCCC1	0.2	-26.0	0.6	1.2	5.0	6.3	0.5	-3.9	-1.4
N#Cc1cc(O)c(-n2nnc3ccccc32)cc1C#N	0.7	-11.1	-0.1	-12.9	8.2	10.6	0.4	1.9	3.4
O=C(Cn1cc([N+](=O)[O-])cn1)NCc1cc2ccccc2[nH]1	x	-0.9	0.3	x	-9.6	x	0.3	-8.5	11.1
CC1Cc2ccccc2N1C(=O)CO/N=C/c1ccccc1OC(F)F (stereo not drawn)	-0.3	-4.0	-0.1	-10.7	0.3	-4.1	5.9	-4.0	-23.2
CCn1c(=O)cc(N2CCOCC2)[nH]c1=O	1.2	-21.4	-1.1	-0.5	-19.8	2.3	3.7	-2.8	-13.1
CC(NCCCOc1cccc2ccccc12)c1ccccc1 (stereo not drawn)	6.1	1.0	1.2	-6.9	8.3	-8.4	38.9*	2.2	u
COc1ccc(-c2csc(=Nc3ccccc3)n2CCO)cc1F	x	-8.3	1.4	x	-2.6	10.6	1.5	-5.6	x
CCCS(=O)(=O)N1CCC(C(=O)NCCCN(C)Cc2ccccc2)CC1	0.4	2.5	-0.1	-0.8	-2.0	6.2	2.6	-0.8	-3.6
O=C(NCC(c1cccnc1)N1CCOCC1)C(=O)Nc1cccc(Cl)c1 (stereo not drawn)	-0.7	2.6	0.0	x	4.7	4.9	0.2	-3.6	-31.1
Cc1cc(C)c(NC(=O)c2c(C)nn(-c3ccc(F)cc3)c2-n2cccc2)c(C)c1	-0.8	-2.2	-0.2	x	1.0	3.8	2.3	0.1	x
CCN1CCN(CCCNc2ncnc3nc[nH]c23)CC1	0.2	12.4	0.6	18.1	0.1	0.5	1.1	1.0	x
Cc1nc(N)sc1-c1csc(NCc2ccccc2)n1	1.6	-6.0	0.6	22.7	8.3	-4.2	3.8	-3.4	19.2
Cc1nc(SC(C)C(=O)Nc2ccccc2C)cc(-c2ccccc2)n1 (stereo not drawn)	-1.1	-10.5	-1.2	x	-0.1	-1.3	-0.3	1.1	-40.0
CCN(CC)C(C)C(=O)NCC1(c2ccccc2)CCOCC1 (stereo not drawn)	0.1	2.6	0.3	9.4	0.7	-3.7	1.6	0.8	6.9
COC(=O)c1ccccc1OCCCOc1ccc(C)cc1OC	0.0	-8.0	-0.8	-13.2	-0.4	-9.2	1.5	-2.4	x
COc1ccc(NC(=O)c2c(-c3ccccc3Cl)noc2C)c(OC)c1	-0.8	5.4	-0.1	-7.6	14.8	10.6	0.8	-8.9	-7.6
Cc1nc(C)c(-c2csc(Nc3cccnc3)n2)s1	-0.8	-29.9	0.3	-13.1	-1.1	18.3	0.0	-2.6	5.3
CCC(C)NC(=O)Cn1c(=O)n(-c2ccc(OC)cc2)c(=O)c2ccc(C(=O)NCc3ccc(C)cc3)cc21 (stereo not drawn)	0.7	-5.9	0.1	13.9	-1.3	8.1	1.5	4.8	-15.9

Entries shown so far that have a thiophene ring, fused or not:
Compound	D2 ag	D1 antag	TRHR agonist	D2 antag	TRHR PAM	D2 PAM	D1 ag	D1 PAM	RXFP1 antagonist
CCOC(=O)c1sc(NC(=O)c2ccc(S(=O)(=O)N3CCOCC3)cc2)cc1C	-2.0	12.1	1.4	0.2	0.3	-3.1	1.7	-5.5	-12.7
O=C(Cc1ccc(S(=O)(=O)N2CCOCC2)s1)NC1CCCCC1	0.2	-26.0	0.6	1.2	5.0	6.3	0.5	-3.9	-1.4

Other structures
Compound	D2 ag	D1 antag	TRHR agonist	D2 antag	TRHR PAM	D2 PAM	D1 ag	D1 PAM	RXFP1 antagonist
CC(c1c(O)c2ccccc2[nH]c1=O)C1(C)CCC(O)C(C)(C)O1 (stereo not drawn)	-0.2	0.1	-0.8	5.0	-2.0	1.3	-3.2	-1.5	7.3
CC(=O)c1cnc2nc(C(F)(F)F)nn2c1C	1.4	10.6	0.4	2.9	21.0	-4.3	2.3	-2.4	-2.5
Cc1ccc2nc(-c3ccccc3)c(CN3CCSCC3)n2c1	-1.0	2.8	-0.4	17.1	4.2	0.2	0.6	-3.6	3.9
Cc1cccc(NC(=O)N[C@@H](C)C(=O)O)c1	x	-10.4	0.5	x	-0.7	-8.4	1.9	-0.7	-1.5
CCc1ccccc1Cn1c(=O)oc2cccnc21	-0.6	7.4	-0.3	3.3	-1.2	10.3	1.8	-5.4	2.0
Cc1cc(C)c(C)c(/C=C(/C#N)C(N)=S)c1C	-0.6	-9.0	-0.5	0.5	3.1	8.2	4.1	1.2	-5.6
CC(=O)Nc1ccc(NC(=O)Cc2ccc(F)cc2)cc1	0.7	22.8	0.4	-0.6	13.9	0.4	0.9	10.4	x
O=C(c1ccc(C(F)(F)F)cc1)C1CCCN(C(=O)CCc2cnccn2)C1 (stereo not drawn)	1.1	4.6	1.1	5.9	7.0	-13.0	5.9	-0.6	4.3
CCc1nnc(NC(=O)c2c(O)c3cccc4c3n(c2=O)CC4)s1	1.0	0.8	-0.3	0.1	-2.0	-10.8	3.3	4.3	x
O=C(c1ccccc1F)N(Cc1ccccc1)Cc1ccccc1	-1.0	-16.6	-0.7	-16.0	-0.8	6.4	5.0	-6.0	10.1
O=C(/C=C/c1ccc(F)cc1)Nc1nc2n(n1)C(c1ccc(Cl)cc1)C=C(c1ccccc1)N2 (stereo not drawn)	-1.1	1.4	-0.7	x	-3.3	-0.4	1.6	3.0	-15.7
O=C1NC(c2cc(Cl)cc([N+](=O)[O-])c2O)Nc2ccccc21 (stereo not drawn)	-1.9	-8.0	-0.3	-9.0	6.9	18.4	2.4	-4.7	0.8
CCC(=O)N1c2ccccc2CC1C(=O)NCCN1CCN(c2cc(Cl)ccc2C)CC1 (stereo not drawn)	1.3	2.1	-0.3	x	2.1	-5.9	-0.4	-0.5	-1.3
CC(c1ccccc1)N1CC(C(=O)O)CC1=O (stereo not drawn)	5.0	10.5	1.4	-2.4	-1.7	-1.2	2.6	-7.5	-0.4
N#CCc1ccc(NC(=O)CSc2nnc(C3CC3)n2C2CC2)cc1	0.4	9.2	-0.4	-16.4	6.0	3.1	5.0	x	-6.2
O=C1c2ccccc2OC2(C=Cc3ccccc3O2)N1Cc1ccccc1 (stereo not drawn)	0.1	-2.1	0.5	7.1	-0.9	-2.8	3.8	-2.6	-10.4
CCCCNC(=O)c1sc(=S)n2c1[nH]c(=O)c1ccccc12	7.9	-16.4	5.3	32.7*	2.0	-0.9	30.3*	-8.4	-17.8
CC(=O)c1ccc(N2CCN(C(=O)CCS(=O)(=O)c3ccc(C)cc3)CC2)cc1	0.1	4.5	-0.4	-7.6	2.1	-9.6	10.0	-3.4	-7.4
COc1ccc(N(Cc2cc(=O)[nH]c3ccccc23)C(C)=O)cc1	0.7	-23.7	1.1	7.0	-7.4	-3.9	0.8	10.4	-4.8
COc1cc(NC(=O)C2CC(=O)N(Cc3ccco3)C2)cc(OC)c1 (stereo not drawn)	-0.2	8.9	-0.4	-1.2	9.8	-3.2	1.1	-2.7	-15.7
O=[N+]([O-])c1ccc(-c2csc(Nc3ccccc3)[n+]2Cc2ccccc2)cc1	-1.3	-40.6*	-1.6	1.3	2.1	9.2	4.8	-5.2	-28.3

Assay outcomes from PubChem.
